HCV NS3 hel inh: HCV NS3 helicase inhibition; NS3 helicase DNA unwinding, Cy5 molecular beacon fluorescence; inhibition, % at 10.9 µM; 290,000 tested, 0.56% active;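 active = inhibition above the mean of all tested compounds plus 3 SD, set per campaign, cut at about 35% in these data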;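 also: 0% = DMSO wells and 100% = thioflavine S control wells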
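Measured by: Cy5 fluorescence, 0 and 60 min reads / Assay system: NS3 helicase fragment of HCV / Control set: low DMSO, high thioflavine S at 110 µM / Times: 1 h reaction at 25 °C, ATP-initiated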
GalR3 antag: blocks the human galanin receptor 3 | HEK293 GalR3-CNG cAMP membrane potential fluorescence; galR3 body fused to GalR1 C-terminus | inhibition, % at 3 µM | 360,000 tested, 0.44% active | AID 651719;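 active = inhibition above the screen-wide average plus 3 SD, cut at about 13% in these data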;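 also: forskolin and galanin both at EC90 stimulate the cells; cAMP rise reported by CNG channel membrane potential dye signal; 0% = forskolin plus galanin with DMSO and 100% = forskolin alone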
Target sequence (O60755 1-299 limits assumed): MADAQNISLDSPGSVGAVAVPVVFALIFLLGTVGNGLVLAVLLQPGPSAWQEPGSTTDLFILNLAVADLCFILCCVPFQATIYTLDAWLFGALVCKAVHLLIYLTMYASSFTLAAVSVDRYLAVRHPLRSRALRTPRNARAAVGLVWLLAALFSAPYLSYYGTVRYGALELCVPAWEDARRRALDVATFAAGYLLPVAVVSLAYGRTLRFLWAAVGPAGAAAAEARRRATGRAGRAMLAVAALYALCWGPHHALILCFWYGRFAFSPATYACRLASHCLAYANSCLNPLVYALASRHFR
IMP-1 inh: inhibitors of Pseudomonas aeruginosa IMP-1 metallo-beta-lactamase. purified IMP-1, nitrocefin hydrolysis, epi-absorbance fluorescence. inhibition, % at 5.6 µM. 290,000 tested, 0.45% active;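 active = inhibition above the mean plus 3 SD of all compounds in the same screening run, cut at about 4.5% in these data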;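 also: 0% = IMP-1 with DMSO and 100% = DMSO wells lacking enzyme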
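System: Purified recombinant IMP-1 metallo-beta-lactamase enzyme | Measured by: Fluorescence quenching readout, ex 480/em 530 nm | Replication: Singlicate | Incubation: 15 min preincubation plus 25 min reaction at 25 °C | Evaluation: Percent inhibition from optical density relative to buffer-blank wells | Benchmarks: DMSO with and without IMP-1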
DNA FID counter: fluorescent intercalator displacement, NS3 helicase counter-screen. DNA fluorescent intercalator displacement, fluorescence. inhibition, % at 7.9 µM. 290,000 tested, 0.17% active; in the data active = inhibition above about 37%;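 also: 0% = vehicle and 100% = reference compound; higher means more ethidium bromide displaced from hairpin DNA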
OXTR agonist: agonists of human oxytocin receptor; activation, % at 3 µM; 320,000 tested, 0.32% active; CHO-OTR cells, Fluo-8 calcium fluorescence; normalized: DMSO 0%, oxytocin 100%; P30559;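 active = activation above the mean of all tested compounds plus 3 SD, cutoff set per screening run, cut at about 20% in these data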;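 also: peak over basal fluorescence ratio from a 100 s FLIPR kinetic read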
Target sequence (P30559 whole entry, looked up): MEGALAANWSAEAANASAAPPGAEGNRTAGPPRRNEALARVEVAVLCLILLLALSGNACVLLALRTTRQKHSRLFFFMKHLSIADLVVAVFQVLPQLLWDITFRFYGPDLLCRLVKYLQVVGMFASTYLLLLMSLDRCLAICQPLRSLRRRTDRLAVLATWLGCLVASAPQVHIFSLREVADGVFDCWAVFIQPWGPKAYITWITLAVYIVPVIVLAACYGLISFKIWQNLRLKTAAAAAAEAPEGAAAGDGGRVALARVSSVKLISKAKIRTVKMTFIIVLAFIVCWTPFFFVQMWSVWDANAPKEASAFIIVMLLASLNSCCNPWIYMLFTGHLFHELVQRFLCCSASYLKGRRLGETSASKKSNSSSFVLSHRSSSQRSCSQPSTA
V1R ag counter: activates human V1a receptor in oxytocin agonist counter-screen. CHO-V1R cells, Fluo-8 calcium fluorescence, agonist mode; 0% DMSO, 100% 3 nM vasopressin. activation, % at 3 µM. 320,000 tested, 0.25% active;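 active = activation above the mean activation of all tested compounds plus 3 SD, per screening run, cut at about 20% in these data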;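 also: signal is peak over basal fluorescence ratio across a 100 second FLIPR read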
GPR7 antag: human neuropeptides B/W receptor 1 antagonism | P48145 | GPR7-expressing cells, fluorescence antagonist assay | inhibition, % at 4.4 µM | 290,000 tested, 1.1% active | AID 1861; in the data active = inhibition above about 16%, passing the limit was not always enough;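 also: cells stimulated with the agonist NPW; 0% = agonist with vehicle and 100% = vehicle without agonist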
VIM-2 inh: blocks Pseudomonas aeruginosa VIM-2 metallo-beta-lactamase; inhibition, % at 5.6 µM; purified VIM-2, nitrocefin hydrolysis, epi-absorbance fluorescence; 290,000 tested, 0.89% active; AID 1527;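 active = inhibition above the mean of all tested compounds plus 3 SD, cutoff set per screening run, cut at about 7.5% in these data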;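 also: red hydrolysis product quenches plate fluorescence so inhibitors raise well fluorescence; 0% = enzyme with DMSO and 100% = DMSO without enzyme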
PHOSPHO1 block: blocks human PHOSPHO1 phosphatase activity; Q8TCT1; recombinant PHOSPHO1, absorbance phosphatase assay; inhibition, % at 13.3 µM; 290,000 tested, 1.1% active; AID 1565; in the data active = inhibition above about 60%
Target sequence (Q8TCT1 whole entry, looked up): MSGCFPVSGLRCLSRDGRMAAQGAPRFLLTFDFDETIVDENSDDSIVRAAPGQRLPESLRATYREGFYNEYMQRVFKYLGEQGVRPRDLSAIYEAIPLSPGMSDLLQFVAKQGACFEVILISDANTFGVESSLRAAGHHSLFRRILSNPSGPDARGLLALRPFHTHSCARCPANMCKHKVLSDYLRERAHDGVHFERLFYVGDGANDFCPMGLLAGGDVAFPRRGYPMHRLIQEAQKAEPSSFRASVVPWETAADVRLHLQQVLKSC
Starred values were filed as active, the others as inactive; / = not tested or not shown. An unsorted share of the library; about 4.3% have a hit in one of these screens.

SMILES	HCV NS3 hel inh	GalR3 antag	IMP-1 inh	DNA FID counter	OXTR agonist	V1R ag counter	GPR7 antag	VIM-2 inh	PHOSPHO1 block
O=C(NCCN1CCN(c2ccccc2)CC1)c1ccccc1F	0	-7	-3.2	-8	-0.9	0.6	-5	-2.2	-60
CC(C)CC(=O)NC1(C(F)(F)F)C(=O)N(CC(C)C)C2=C1C(=O)CC(C)(C)C2 (stereo not given)	-5	-1	-2.8	-8	-0.3	-0.9	5	-0.8	0
CC(=O)Nc1ccc(NC(=O)C2C3C=CC(C3)C2C(=O)O)cc1 (stereo not given)	6	-4	0.9	-2	1.2	-0.1	-14	-2.8	30
Cc1ccc2c(c1)nnn2C1CCN(CC(=O)c2ccc(Cl)cc2)CC1	-2	-7	-2.6	-2	-1.5	0.5	5	0.8	5
CN1CCN(C2CCCCC2NS(=O)(=O)c2ccc(Cl)cc2)CC1 (stereo not given)	6	/	-5.4	16	1.2	0.3	-1	-0.9	-6
COc1ccc(N2CCN(C(=O)c3ccc(N4C(=O)NC5CC4(C)Oc4ccccc45)cc3)CC2)cc1 (stereo not given)	-10	-5	-3.0	-41	7.4	2.9	-5	-2.8	21
Cc1cc2ccccn2c1C(=O)c1ccc([N+](=O)[O-])cc1[N+](=O)[O-]	0	-8	-2.2	-1	-0.1	-0.6	-8	-0.9	26
COCc1ccc(CN2CCCC(CO)(Cc3ccccc3)C2)o1 (stereo not given)	2	-4	-2.0	9	1.1	-0.2	-2	-4.6	24
CC1=C(C(=O)N2CCCCC2)C(c2cccs2)NC(=O)N1 (stereo not given)	1	0	-1.2	-5	0.9	0.2	-6	-1.0	1
COC(=O)CSc1nnc2cc(C)c3ccccc3n12	-5	6	1.5	-7	-0.6	0.3	-5	10*	10
CCc1ccccc1Nc1nc(-c2cccnc2)cs1	4	-1	-1.1	-25	-2.4	-1.1	10	0.9	19
CCOCCCNC(=O)C(Cc1ccccc1)NC(=O)c1ccco1 (stereo not given)	6	-2	-7.0	7	-0.3	0.6	-9	-1.8	20
CCOc1ccc(NC(=O)C2CCC(CNc3c(N4CCOCC4)c(=O)c3=O)CC2)cc1 (stereo not given)	-10	6	-4.3	-23	-0.2	0.8	-17	0.4	3
COC(=O)Cn1cc(C(=O)C2CC2)c2ccccc21	1	-4	-0.4	-1	0.5	0.6	-7	-0.4	-14
CCSc1nc2sc3c(c2c(=O)n1-c1ccc(OC)cc1)CCN(C)C3	-13	-2	-2.8	-3	-1.7	-1.5	-10	1.8	33
COC(=O)c1ccc2c(c1)C(=O)N(C1CCCCC1)C2=O	-2	6	-6.6	5	-1.3	-1.3	-1	-0.8	-60
CCC(=O)OC1CC(C)N(C(=O)c2ccccc2)c2ccc(C)cc21 (stereo not given)	-4	-2	-2.3	-25	-2.1	-1.5	11	-5.6	2
CCOC(=O)c1c(C)[nH]c(C)c1C(=O)COC(=O)/C=C/c1ccc(Cl)cc1	1	0	-1.8	-12	-0.6	3.4	3	1.4	29
Cc1ccc(-c2cc3nc(-c4ccccc4)cc(N4CCOCC4)n3n2)cc1	0	-2	-2.4	-1	/	/	-7	-1.8	-6
C=CCNc1ncnc2ccccc12	-6	2	0.0	2	4.3	3.4	-2	0.3	45

Marked active in VIM-2 inh, among the entries above:
Compound | HCV NS3 hel inh | GalR3 antag | IMP-1 inh | GPR7 antag | VIM-2 inh | PHOSPHO1 block
COC(=O)CSc1nnc2cc(C)c3ccccc3n12 | -5 | 6 | 1.5 | -5 | 10* | 10

Further records follow:
SMILES	HCV NS3 hel inh	GalR3 antag	IMP-1 inh	DNA FID counter	OXTR agonist	V1R ag counter	GPR7 antag	VIM-2 inh	PHOSPHO1 block
CC(C)c1ccc(C2/C(=C(/O)c3ccc(F)cc3)C(=O)C(=O)N2CCCN2CCOCC2)cc1 (stereo not given)	9	0	-2.1	-24	-0.3	-0.2	-2	-0.8	24
COc1ccccc1NC(=S)N(Cc1cccs1)C1CCCC1	0	1	-2.9	-1	0.2	0.9	-19	-1.3	-14
C=CCNc1nc2c(c(=O)[nH]c(=O)n2C)n1CC(O)COc1ccc2ccccc2c1 (stereo not given)	-1	-10	-1.6	-28	/	/	-7	-0.4	29
O=C(CSC(=S)N1CCCCC1)c1c(F)cccc1F	4	0	0.8	-2	-3.3	1.0	11	1.1	56
CCOCCCNC(=O)c1ccc(N(C)S(=O)(=O)c2ccc(OC)cc2)cc1	5	-3	0.3	-21	0.5	0.4	8	0.7	18
Cc1cc(=O)oc2cc(OCC(=O)N3CCN(c4ccccc4)CC3)c(Cl)cc12	9	1	-1.6	-11	-0.3	0.2	6	-1.3	-10
Cc1ccc(-c2[nH]c3ccccc3c2SCCNC(=O)c2cc3ccccc3oc2=O)cc1	-9	/	-1.8	-2	-1.6	0.5	-15	-4.9	6
O=C(NCc1ccc2c(c1)OCO2)c1cc(-c2ccc(Cl)cc2Cl)on1	3	-2	-1.3	-2	4.7	0.8	3	-3.0	8
CCCS(=O)(=O)c1c(S(=O)(=O)CCC)c2c(C)cccn2c1C(N)=O	5	-6	-2.2	-2	-0.1	1.6	-7	-1.5	14
Cc1cc2ccccc2cc(C)c1=O	-2	-1	-3.8	2	-2.1	0.7	-3	-1.4	-1
COc1ccc(C(=O)NCC2CCCO2)cc1 (stereo not given)	-16	-11	-0.4	5	0.0	2.7	4	-0.8	-8
O=C(CSc1nc2ccccc2c(=O)n1Cc1ccccc1)Nc1ccc(Br)cc1C(=O)O	4	-7	-2.5	35	-1.9	-0.5	2	-0.8	10
Cc1ccc(S(=O)(=O)NC2OC(=O)C(Cl)=C2Cl)cc1 (stereo not given)	7	-7	-2.3	-3	1.1	1.9	-3	-1.3	-12
Cc1ccc(NC2=C(Cl)C(=O)OC2OC(=O)c2ccco2)c(C)c1 (stereo not given)	7	-3	-6.2	-7	1.5	0.9	-6	-4.5	/
CSc1nc2n(n1)C(c1ccccn1)C1=C(CC(C)(C)CC1=O)N2 (stereo not given)	-6	-2	-0.1	-4	1.9	0.5	-1	-1.4	10
COc1ccc(C(=O)NNC(=O)CSc2nnc(-c3ccc(O)cc3)n2C)cc1	3	-8	-3.6	-5	0.7	-0.2	-4	-0.9	16
Cc1cc(NC(=O)CSc2ncn(-c3ccccc3)n2)no1	0	2	-1.2	-5	0.4	0.7	-11	-2.2	-119
CCn1cc(C(=O)N[C@H](C(=O)NCCCOC)C(C)C)c(=O)c2cc3c(cc21)OCO3	-11	-14	-0.4	-23	0.9	0.1	-8	0.3	/
Cc1nn(CCC#N)c2nc(-c3ccccc3)cc(C(F)(F)F)c12	-3	-1	-0.3	-5	-1.7	0.1	-10	-2.2	19
Cc1ccc(CN2CC34C=CC(O3)C(C(=O)NCc3ccc5c(c3)OCO5)C4C2=O)cc1 (stereo not given)	-2	1	-2.2	-25	-0.3	0.3	-11	-0.1	52
CCOc1ccc(CCNC(=O)c2[nH]c(C)c(C(C)=O)c2CC)cc1OCC	-4	-6	-0.3	-26	1.0	1.7	0	0.2	7
O=C(O)c1cccc(S(=O)(=O)N2CCC(n3nnc4cc(C(F)(F)F)ccc43)CC2)c1	1	-8	-1.2	-21	0.7	1.1	3	-1.8	28
CCOC(=O)C1=C(C)NC2=C(C(=O)CC(C)(C)C2)C1c1ccc(N(C)C)cc1 (stereo not given)	-7	-4	0.7	-13	0.0	1.5	-10	-2.0	10
NS(=O)(=O)c1ccc(CCNC(=S)Nc2ccccc2)cc1	-2	-4	0.3	-3	0.1	1.1	13	0.6	3
Cn1c2ccccc2c(=O)c2cc(C#Cc3ccsc3)ccc21	4	-5	-2.2	-5	0.0	0.6	2	-0.8	4
C/C(=N\OC(=O)c1c(-c2c(F)cccc2Cl)noc1C)c1nccs1	11	-2	0.6	-4	0.1	-0.3	-15	-0.8	14
CC(=O)N(c1cccc(C(F)(F)F)c1)c1nc(/C=C/C(=O)O)cs1	6	-6	-1.6	-15	0.2	1.2	-5	0.4	28
CSC1=NCCN1C(=O)c1ccc2ccccc2c1	2	-7	-2.0	-5	-1.1	-0.6	-2	-2.0	51
COc1ccc(/C=N/NC(=O)CNC(=O)c2cccs2)cc1	-2	-6	-3.4	0	0.0	-0.3	-2	-3.1	13
COc1ccc(N(C)C(=O)c2ccc3snnc3c2)cc1	13	/	-3.0	-3	2.7	1.0	-8	-1.7	13
CN(c1ccccc1)S(=O)(=O)c1cccc(C(=O)Nc2ccc3c(c2)CCC3)c1	0	-2	-3.9	-14	-1.7	-0.3	-21	-3.1	-7
Cc1ccnc(NC(=O)CCC(=O)N(CC(=O)NCc2ccc(F)cc2)CC2CCCO2)c1 (stereo not given)	0	-10	-2.0	-23	0.5	-0.2	0	0.1	23
Cn1c(=O)c2c(nc(SCCNS(=O)(=O)c3ccccc3)n2C)n(C)c1=O	5	-4	-2.7	-14	-0.5	-0.7	-23	-1.2	-4
Cc1cc(N2C(=O)c3ccc(C(=O)NCc4ccccc4)cc3C2=O)no1	10	-1	-8.3	2	0.7	-0.4	6	-5.0	-15
CNC(=O)CCSSCCC(=O)NC	4	-1	-4.2	-3	-0.5	0.4	6	-3.7	0
CCCCN(CCCC)S(=O)(=O)c1ccc(NC(=O)CN2CCOCC2)cc1	-7	/	-2.9	-27	0.6	0.8	0	-2.8	5
CSc1nnc(C)c(=O)n1COC(=O)COc1ccc(Cl)cc1Cl	2	-4	-2.5	7	0.4	0.8	-2	-0.8	-7
O=C(NC1CCCCCCC1)c1ccc2c(c1)OCO2	3	-7	-2.5	-10	-2.5	-1.8	20	-4.9	6
N#CCCn1c(SCC(=O)Nc2ccc(N3CCOCC3)cc2)nc2ccccc21	-1	5	-4.3	-14	1.2	0.7	3	0.4	-11
N#Cc1ccc(S(=O)(=O)NCC(=O)OCC(=O)NCCc2ccccc2)cc1	1	-1	-1.9	-11	0.0	-0.7	-3	-2.0	29

Limited to GPR7 antag and GalR3 antag (3 entries from above):
canonical_smiles | GPR7 antag | GalR3 antag
Cn1c(=O)c2c(nc(SCCNS(=O)(=O)c3ccccc3)n2C)n(C)c1=O | -23 | -4
Cc1cc(N2C(=O)c3ccc(C(=O)NCc4ccccc4)cc3C2=O)no1 | 6 | -1
CNC(=O)CCSSCCC(=O)NC | 6 | -1

Next structures follow:
SMILES	HCV NS3 hel inh	GalR3 antag	IMP-1 inh	DNA FID counter	OXTR agonist	V1R ag counter	GPR7 antag	VIM-2 inh	PHOSPHO1 block
Cc1c(C(=O)c2ccc(F)cc2F)c2ccccn2c1CCC#N	49*	-9	-7.9	-3	-0.2	4.0	4	5.4	9
O=C(/C=C/c1ccco1)Nc1cccnc1Cl	15	-2	-2.4	-10	-0.7	-0.5	0	-2.8	15
CC(=O)N1CCN(C(=O)CCc2nc3sc4c(c3c(=O)[nH]2)CCCC4)CC1	2	0	-2.8	-18	0.0	-0.8	-4	-4.7	0
CCn1cc(C(=O)N[C@@H](C)C(=O)OC)c(=O)c2cc3c(cc21)OCO3	0	-9	-3.7	-9	-0.1	0.8	-3	-0.9	28
COc1cc2c(cc1NC(=O)CSc1nnc(Cc3cccs3)n1Cc1ccco1)oc1ccccc12	-3	/	-1.8	-2	-0.8	0.3	-5	-2.2	-18
Cc1c(Cl)cccc1NC(=O)CSCC(N)=O	-2	0	-3.6	-2	0.6	0.1	-4	0.3	-10
